# Assay outcomes: PubChem, National Center for Advancing Translational Sciences (NCATS)
# TRb SRC2 PPI: inhibitors of human thyroid hormone receptor beta-SRC2 interaction; TRbeta-SRC2 peptide binding, fluorescence polarization; receptor liganded with 1 µM T3; Potency, µM (doses to about 106 µM), for the others: at the highest dose activity change, negative = inhibition, hits mostly inhibitors; 280,000 tested, 0.065% active;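 note: plate controls were bound peptide for no effect and peptide without receptor for full effect; nearly all actives have a fitted effect of over 50% in size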
#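 Human TRb LBD (0.6 uM) plus Texas Red-labeled SRC2 peptide (20 nM), 1uM T3, 5% DMSO, 5 hr at ambient temperature. Decreased polarization (555/632 nm) flags inhibition; data normalized to free and bound peptide controls.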
# Tau FP inhib: inhibitors of human tau fibril formation | K18 P301L tau heparin fibrillization, Alexa594 FP, 6 h | Potency, µM (doses to about 57.7 µM), inactives show top-dose activity, negative = inhibition, most hits filed as inhibitors | 280,000 tested, 0.39% active | AID 1468; note: nearly all actives have a fitted effect of over 55% in size
#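 Recombinant K18 P301L […], labeled with Alexa 594 at 0.24 uM over 15 uM unlabeled; heparin inducer 20 uM final; 37 C, 6 hr; FP endpoint.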
# JMJD2E inh: JMJD2E (human) inhibition. B2RXH2. JMJD2E catalytic domain, FDH-coupled NADH fluorescence (FDH is formaldehyde dehydrogenase). Potency, µM (top dose mostly 57.1 µM), for inactives: top-dose activity change, negative = inhibition, usual class: inhibitors. 230,000 tested, 1.6% active; active = well fitted inhibition curve with a large enough effect, not every such curve was filed as active; inconclusive = small, poorly fitted or top-dose-only effect, or another doubt; inactive = no such curve, though single readings can be large or run the other way;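 note: 0% = wells with enzyme and -100% = buffer wells without enzyme; nearly all actives have a fitted effect of over 50% in size; many of its hits are not listed in these tables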
# Target sequence (B2RXH2 1-337 limits assumed): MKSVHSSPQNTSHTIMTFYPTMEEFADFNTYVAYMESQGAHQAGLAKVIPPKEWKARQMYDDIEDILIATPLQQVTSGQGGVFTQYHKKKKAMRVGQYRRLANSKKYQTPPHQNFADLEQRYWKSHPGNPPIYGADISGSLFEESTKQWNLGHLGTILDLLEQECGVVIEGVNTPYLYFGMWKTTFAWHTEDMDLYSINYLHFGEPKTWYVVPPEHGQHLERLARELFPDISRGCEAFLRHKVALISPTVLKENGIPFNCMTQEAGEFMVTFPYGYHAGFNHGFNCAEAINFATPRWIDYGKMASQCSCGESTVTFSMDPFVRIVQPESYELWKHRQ
# Tau ThT inhib: inhibitors of human tau fibril formation, thioflavin T binding; P10636; AID 1460; recombinant tau K18 P301L (four-repeat tau fragment), heparin-induced fibrillization, ThT fluorescence; 270,000 tested, 2.1% active; Potency, µM (highest dose often 57.4 µM), inactives show at the highest dose activity, negative = inhibition, hits mostly inhibitors; note: nearly all actives have a fitted effect of over 55% in size
#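 Heparin-induced fibrillization of the P301L-mutant K18 repeat-domain fragment of human tau was followed by ThT binding in quantitative high-throughput format.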
# GoLoco inh red: inhibitors of human Gai1-RGS12 GoLoco interaction (red fluorophore); P63096; Gai1:RGS12 GoLoco peptide FP, rhodamine, 10 min; Potency, µM (doses to about 61.6 µM), for the others: top-dose activity, negative = inhibition, most hits filed as inhibitors; 230,000 tested, 0.44% active; AID 880; active = well fitted inhibition curve with a large enough effect, not every such curve was filed as active; inactive = no such curve, though single readings can be large or run the other way; note: nearly all actives have a fitted effect of over 30% in size; many of its hits are not listed in these tables
# RECQ1 inh: inhibitors of human RECQ1 DNA helicase; P46063; RECQ1 DNA unwinding, red fluorescence kinetic read; Potency, µM (titrated, usually from 57.3 µM), for inactives: at the top dose activity, negative = inhibition, most hits filed as inhibitors; 240,000 tested, 0.54% active; AID 2549;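 note: plate controls were vehicle for no effect and no enzyme for full effect; nearly all actives have a fitted effect of over 30% in size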
# Target sequence (P46063 whole entry, looked up): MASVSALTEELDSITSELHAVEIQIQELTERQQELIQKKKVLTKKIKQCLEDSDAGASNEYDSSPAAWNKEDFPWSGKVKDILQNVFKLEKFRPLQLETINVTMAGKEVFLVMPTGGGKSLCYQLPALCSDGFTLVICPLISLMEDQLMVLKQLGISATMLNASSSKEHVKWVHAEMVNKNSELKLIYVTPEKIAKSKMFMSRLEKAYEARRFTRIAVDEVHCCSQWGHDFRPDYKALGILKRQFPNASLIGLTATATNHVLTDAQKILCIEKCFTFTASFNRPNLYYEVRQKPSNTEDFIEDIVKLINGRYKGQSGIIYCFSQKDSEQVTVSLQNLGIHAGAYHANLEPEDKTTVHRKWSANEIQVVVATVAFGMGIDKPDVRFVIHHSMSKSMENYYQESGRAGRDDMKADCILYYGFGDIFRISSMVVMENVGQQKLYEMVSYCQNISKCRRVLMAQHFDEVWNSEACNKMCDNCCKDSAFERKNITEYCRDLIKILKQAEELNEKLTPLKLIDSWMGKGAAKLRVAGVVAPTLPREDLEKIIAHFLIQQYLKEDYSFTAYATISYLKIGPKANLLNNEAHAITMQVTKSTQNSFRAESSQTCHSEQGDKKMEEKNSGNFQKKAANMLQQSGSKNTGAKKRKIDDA
#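 50 nM RECQ1T1 preincubated 15 min with compound in Tris pH 8.0 buffer with MgCl2, DTT, Tween-20 and 2.5 ug/ml poly(dI-dC); started with 200 nM TAMRA/BHQ-2 forked duplex and 2 mM ATP. Unwinding read as fluorescence (525/598 nm), two reads 2 h apart.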
# TexasRed fluor: Texas Red fluorescence interference in TRb-SRC2 counter-screen. Potency, µM (highest dose often 106 µM), for the others: top-dose fluorescence change, negative = quenching. 280,000 tested, 0.29% active. AID 1479. TRb/SRC2 Texas Red total fluorescence interference; active = well fitted curve in either direction with a large enough effect; inconclusive = small, poorly fitted or top-dose-only effect
#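 Human TRβ ligand-binding domain (0.6 uM) and Texas Red SRC2 peptide (20 nM) in Tris buffer with 1 uM T3 and 5% DMSO were incubated with pinned compound for 5 hr at ambient temperature. Total fluorescence was computed as S + 2P (555/632 nm).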
# L3MBTL1 inh: blocks human L3MBTL1; 230,000 tested, 0.66% active; AID 485360; Q9Y468; Potency, µM (top dose mostly 57.1 µM), inactives show at the highest dose activity, negative = inhibition, usual class: inhibitors; AlphaScreen L3MBTL1–H3K9me1 peptide binding; note: nearly all actives have a fitted effect of over 60% in size
#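 AlphaScreen assay: L3MBTL1 (50 nM final) was preincubated 30 min at room temperature with biotinylated H3(1-15)K9me1 peptide (75 nM final), then 30 min with library compounds; streptavidin donor and nickel chelate acceptor beads (10 ug/mL final) added, 30 min dark.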
# Numbers without * were called inactive; i = inactive; u = inconclusive; x = no result given; [ ] = another dose, or the depositor's remark. Unless noted, calls come from the whole dose curve; as a rule, active = well fitted curve in the direction sought with a large enough effect; inconclusive = small, poorly fitted or top-dose-only effect, or another doubt; inactive = no such curve, though single readings can be large; an effect the other way counts as inactive or inconclusive. Unless noted, % is set by controls: 0 for no effect and ±100 for the full control effect; potency is the fitted concentration of half-maximal effect. Some of the compounds tested; the hit share may differ from the screen's.
SMILES,TRb SRC2 PPI,Tau FP inhib,JMJD2E inh,Tau ThT inhib,GoLoco inh red,RECQ1 inh,TexasRed fluor,L3MBTL1 inh
CCOC(=O)c1c(-c2ccc(OC)cc2)oc2ccc(OCc3ccc(Br)cc3)cc12,9%,u,x,-17%,x,x,-3%,x
CC(=O)c1cccc(NC(=O)c2cc3sc(Cl)cc3n2C)c1,-2%,-7%,x,-7%,x,x,6%,x
C#CCOc1nc(C)cc(C)c1S(=O)(=O)c1ccccc1C,-2%,-3%,1%,-4%,9%,i,-1%,31%[activator]
CCOC(=O)c1sc(C)c2c(=O)n(Cc3ccc(Cl)cc3)cnc12,-1%,1%,4%,-1%,-3%,0%,1%,x
CCCN(CCC)CCNC(=O)C1CCCN(S(=O)(=O)c2cccc3nsnc23)C1 (centres undefined),1%,-5%,x,-4%,x,x,-1%,x
CC1CCCCN1S(=O)(=O)c1cnc(Cl)c(Br)c1 (centres undefined),2%,0%,0%,-6%,5%,-7%,0%,0%
O=c1c(Br)c(NCc2ccccc2)cnn1-c1ccc(F)cc1,2%,8%,1%,-6%,0%,-4%,-8%,-4%[11.4 µM]
CCOC(=O)CCC(=O)N1CCOCCOCCN(C(=O)CCC(=O)OCC)CCOCCOCC1,8%,-2%,12%,-17%,-9%,-12%,0%,x
O=C(Cn1c(=O)n(Cc2ccco2)c(=O)c2oc3ccccc3c21)Nc1ccc(F)c(Cl)c1,-2%,u,x,u,x,x,-2%,x
Cc1ccc(SCCNC(=O)c2ccccc2C)cc1,-4%,4%,-5%,-6%,-2%,-6%,-6%,x
C=CCn1cnc2c(nnn2-c2ccc(C)c(C)c2)c1=O,2%,2%,3%,-1%,-4%,i,-2%,x
NC(=O)C1=C[C@H](c2ccc3c(c2)OCO3)C[C@H](OCc2ccc(CO)cc2)O1,-8%,-7%,u,u,1%,-1%,-2%,6%
Cc1cc(C)c2c(c1)/C(=N/Nc1ccc(S(N)(=O)=O)cc1[N+](=O)[O-])CCC2,-6%,-7%,1%,u,6%,i,1%,-10%
COc1ccc(CCN(Cc2cccs2)S(=O)(=O)c2ccc(S(=O)(=O)N(C)C3CCCCC3)cc2)cc1OC,-5%,2%,0%,-4%,-5%,-4%,-5%,12%
Cc1ccc(S(=O)(=O)c2nc(-c3ccc(F)cc3)oc2SCC(=O)NC2CCCCC2)cc1,0%,-2%,x,-20%,x,x,-1%,x
CCOC(=O)c1cc(=O)c2c([N+](=O)[O-])ccc(OC)c2o1,-6%,1%,7%,1%,6%,-2%,-3%,11%
O=C(N/N=C/c1ccc(OC(F)F)cc1)C1=COCCO1,-3%,9%,-12%,-6%,4%,-2%,-1%,4%
COc1ccc(OC)c(CCNC(=O)c2cnn(-c3ccccc3)c2C2CCN(C(=O)OC(C)(C)C)CC2)c1,0%,3%,x,-9%,x,x,-3%,x
O=C(CC1(O)C(=O)N(CCc2ccccc2)c2ccc(Br)cc21)c1ccc(F)cc1 (centres undefined),-3%,6%,x,u,x,x,-1%,x
COc1cc(/C=C/c2noc(-c3ccccc3O)n2)cc(OC)c1OC,3%,-3%,u,2%,7%,-4%,1%,-1%
CCCc1cc(=O)[nH]c(SCC(=O)c2cc(C)n(CCOC)c2C)n1,2%,8%,-6%,-10%,7%,-9%,0%,0%
CN1CCN(C(c2cc3cc4c(cc3[nH]c2=O)OCCO4)c2nnnn2C2CCCC2)CC1 (centres undefined),-2%,-2%,u,-6%,0%,0%,2%,x
CCCn1c(=O)sc2cc(NC(=O)COc3ccc(Cl)cc3)ccc21,-10%,-11%,x,-12%,x,x,0%,x
CC(=O)Nc1cccc(N2C(=O)CC(N3CCC(C(=O)N4CCCCC4)CC3)C2=O)c1 (centres undefined),-13%,u,5%,-5%,4%,i,1%,x
COCCCNC(=O)Cn1cc2c(n1)CCC(C)C2 (centres undefined),6%,0%,2%,4%,1%,-8%,0%,-7%
COC(=O)c1cc2c(ccn2-c2ccc(F)cc2)n1CC(C)C,-11%,-3%,2%,0%,-4%,0%,-4%,-15%
CCOc1ccc2[nH]c(=O)c(C(c3nnnn3C3CCCCC3)N3CCN(CC)CC3)cc2c1 (centres undefined),-3%,-8%,u,-17%,-3%,-2%,-3%,1%
Cc1cc2ncc(-c3cccc(Cl)c3)cn2n1,-5%,3%,8%,-5%,-4%,-2%,2%,28%
Cc1ccccc1C(=O)Nc1cc(-c2ccc(Cl)cc2)nn1-c1ccccc1,6%,-4%,x,9%,x,x,-1%,x
O=C(Nc1nc2c(s1)CCCC2)c1cccc(S(=O)(=O)N2CCCc3ccccc32)c1,-3%,-10%,u,-12%,10%,-17%,2%,-2%
NCCCCCc1nnc(SCc2ccc(Cl)c(Cl)c2)o1,-6%,-1%,6%,-1%,5%,-9%,0%,6%
COc1cc2ccc(=O)oc2c(OC)c1OC,10%,-3%,u,-4%,4%,i,-3%,x
C=CCNc1nc(N2CCCCC2)c(C#N)c2c1CN(Cc1ccccc1)CC2,0%,12%,u,u,x,i,3%,8%
COc1ccc(C2Nc3ccccc3C(=O)N2NS(C)(=O)=O)cc1 (centres undefined),3%,-1%,u,3%,3%,-5%,-7%,x
CC(C)=NN/C(N)=N/C(=S)Nc1ccc(C)cc1,8%,-3%,-3%,u,4%,i,0%,-1%
CCCOC(=O)CSC1=C(C#N)C(c2ccccc2OC)C(C#N)C(=O)N1 (centres undefined),3%,1%,22%,-17%,4%,-7%,-4%,x
O=C(c1ccccc1)N1CCN(c2ncnc3c2cnn3-c2ccccc2)CC1,-1%,-7%,-7%,u,8%,i,-5%,5%
C=CCNC(=S)N/N=C(\C)c1ccc(OC)cc1,-8%,-7%,-1%,-8%,9%,2%,3%,-16%
CC(NC(=O)Nn1cnnc1)(C(F)(F)F)C(F)(F)F,-22%,-3%,10%,-2%,2%,i,0%,x
CCOc1ccc(NC(=O)CC2CC(C)(C)OC2=O)cc1 (centres undefined),6%,5%,5%,5%,8%,-5%,-1%,7%
O=c1nc2s/c(=C\c3ccc(-c4ccccc4[N+](=O)[O-])o3)c(=O)n2nc1-c1ccccc1,0%,u,8%,7.1µM*,-2%,-10%,2%,2.2µM*
N#CC(c1ccccc1)N(CCCCl)C(=O)c1ccccc1 (centres undefined),-24%,5%,-3%,-5%,-23%,6%,0%,6%
Cc1ccc(CN2CC(C(=O)O)CC2=O)cc1 (centres undefined),0%,-6%,4%,-8%,-11%,-3%,-1%,x
CN1CCN(C(=O)CN(C)S(=O)(=O)c2ccc3ccccc3c2)CC1,-5%,-5%[2.34 µM],-13%,2%,6%,-2%,-2%,-3%
CCOC(=O)c1ccc(NC(=O)c2oc(=O)c3ccccc3c2-c2ccccc2)cc1,2%,-5%,x,4%,x,x,-2%,x
Cc1oc(-c2ccccc2Cl)[n+]([O-])c1C,-5%,-12%,2%,-10%,-2%,8%,-2%,x
O=C(N[C@H](C(=O)O)c1ccccc1)C1CCC(Cn2nnc3ccccc3c2=O)CC1 (some centres undefined),7%,-5%,-2%,2%,0%,-1%,-1%,4%
CC(=O)Nc1nc(CC(C)C)cc2c1c(=O)oc1ccccc12,-2%,-5%,u,7%,-2%,-26%,-10%,x
Cc1nnc(NC(=O)CSc2nnc3scc(-c4ccc(C)c(C)c4)n23)s1,-7%,-12%,-3%,-6%,17%,-10%,-1%,-2%
Cc1ccc(CNC(=O)Cn2c(=O)cc(C(F)(F)F)c3c(C)nn(C)c32)cc1,0%,-3%,x,0%,x,x,-6%,x

# Reformatted: entries from further up
structure | TRb SRC2 PPI | Tau FP inhib | JMJD2E inh | Tau ThT inhib | GoLoco inh red | RECQ1 inh | TexasRed fluor | L3MBTL1 inh
COc1ccc(CCN(Cc2cccs2)S(=O)(=O)c2ccc(S(=O)(=O)N(C)C3CCCCC3)cc2)cc1OC | -5% | 2% | 0% | -4% | -5% | -4% | -5% | 12%
Cc1ccc(S(=O)(=O)c2nc(-c3ccc(F)cc3)oc2SCC(=O)NC2CCCCC2)cc1 | 0% | -2% | x | -20% | x | x | -1% | x
CCOC(=O)c1cc(=O)c2c([N+](=O)[O-])ccc(OC)c2o1 | -6% | 1% | 7% | 1% | 6% | -2% | -3% | 11%
O=C(N/N=C/c1ccc(OC(F)F)cc1)C1=COCCO1 | -3% | 9% | -12% | -6% | 4% | -2% | -1% | 4%

# (list continues)
SMILES,TRb SRC2 PPI,Tau FP inhib,JMJD2E inh,Tau ThT inhib,GoLoco inh red,RECQ1 inh,TexasRed fluor,L3MBTL1 inh
COC(=O)c1cccc(Nc2nc(-c3cccnc3)nc3ccccc23)c1,4%,u,u,-14%,3%,-3%,-4%,11%
Cc1[nH]c(=S)c(C#N)c(C)c1Cc1ccccc1,-2%,1%,7%,7%,-9%,-5%,-1%,-3%
COc1cc(C(=O)Nc2sc3c(c2C#N)CCN(C(C)=O)C3)cc(OC)c1OC,-3%,9%,-13%,u,44%[activator],1%,-3%,-14%
CCOc1cc(-c2conc2N)cc(OCC)c1OCC,7%,3%,1%,7%,28%,1%,0%,-4%
O=C(CN1CCN(Cc2ccccc2)CC1)Nc1ccc(Cl)cn1,8%,3%,-2%,-15%,3%,0%,-1%,0%[11.4 µM]
O=C(O)c1c(Cl)c(Cl)c(Cl)c(Cl)c1-c1c2cc(I)c(=O)c(I)c-2oc2c(I)c(O)c(I)cc12,5µM*,-130%,x,3.2µM*,33%,14µM*,2.8µM*[fluorescent],x
Cc1cc(=O)oc(C)c1C(=O)N1CCN(c2ccc(F)cc2)CC1,6%,-4%,4%,-5%,-2%,16%,0%,x
Cc1ccc(Nc2nnc(-c3ccc(C)c(S(=O)(=O)N4CCN(C)CC4)c3)c3ccccc23)cc1,5%,-1%,x,-12%,x,x,-2%,x
O=C1NCCCC1C(=O)N/N=C/c1ccc([N+](=O)[O-])cc1 (centres undefined),-3%,1%,4%,x,10%,-11%,-6%,x
